E-sel TNF inh – E-selectin induction blockers in HUVEC – imaging, immunofluorescence, high content, primary screen; AID 1246, 2008; 120,000 compounds, 0.71% hits; inhibition, % at 2 µM; HUVEC TNFa-induced E-selectin immunofluorescence;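 active = inhibition above the batch mean plus 3 SD, and confirmed as a hit on visual image review, cut at about 43% in these data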;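 note: 0% = TNF-stimulated DMSO wells and 100% = unstimulated control wells; not every result past the cut was called active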
* marks the source's active call; other numbers are inactive results.

E-sel TNF inh,mol
5,O=C(COC(=O)c1ccc2[nH]c3c(c2c1)CCCC3)NC1CCS(=O)(=O)C1 (stereo not drawn)
8,CC(=O)Nc1cccc(N(C(=O)C2COc3ccccc3O2)C(C(=O)NC2CCCCC2)c2cn(C)nc2C)c1 (stereo not drawn)
-10,CCn1c(C(C)C)n[nH]c1=S
-59,Cc1cnc(NC2=NCCC2)s1
-1,O=C(CCNc1n[nH]c(=O)[nH]c1=O)N/N=C\c1cccc(OCc2ccccc2)c1
-31,CC1=C(C(=O)N(C)C)C(c2ccc(N3CCOCC3)cc2)NC(=O)N1 (stereo not drawn)
-13,Cc1[nH]c2ccccc2c1SCC(=O)N1CCCCC1
-13,COC(=O)/C=C1\SC(=NC(=O)c2ccc(C)cc2)NC1=O

Later entries
E-sel TNF inh,mol
-13,C=CCNc1c2c(nc3ncnn13)CC(C)CC2 (stereo not drawn)
4,Cc1ccc(N(C(C)C(=O)Nc2c(C)n(C)n(-c3ccccc3)c2=O)S(C)(=O)=O)cc1C (stereo not drawn)
-9,CCn1cc(CN2CCc3c([nH]c4ccccc34)C2c2ccc(F)c(OC)c2)c(C)n1 (stereo not drawn)
-32,CCN(C(=O)CSc1nc2cc(Cl)ccc2c(=O)n1Cc1ccco1)C1CCS(=O)(=O)C1 (stereo not drawn)
-4,Cn1ccnc1SCC(=O)Nc1cccc(S(=O)(=O)N2CCCCCC2)c1
4,COC(=O)C1=C(C)N(C)C(=O)NC1c1ccc([N+](=O)[O-])o1 (stereo not drawn)
-30,COCCN1C=C(C(=O)OC)C(c2ccc(Cl)cc2)C(C(=O)OC)=C1
12,COc1ccc(Oc2nc(-c3ccccn3)ncc2OC)cc1

(cont.)
E-sel TNF inh,mol
2,O=C(NN=C1CCCC1)c1cc(-c2ccc(F)cc2)nc2ccccc12
-20,O=C(Cn1nc(C(=O)O)c2ccccc2c1=O)NCc1ccco1
12,O=C(O)c1cccnc1SCc1cccc(Cl)c1
-47,CC(NC(=O)c1cccc(S(=O)(=O)N(C)C)c1)c1nc2ccccc2[nH]1 (stereo not drawn)
-11,COC(=O)CCc1nc2c(C#N)c(-c3ccc(Cl)cc3)ccn2n1
-34,CC(=O)Nc1ccc(NC(=O)Cn2c(=O)n(-c3ccc(C)cc3)c(=O)c3oc4ccccc4c32)cc1
-21,CC1CN(c2ccc(Cl)cc2[N+](=O)[O-])CCN1S(C)(=O)=O (stereo not drawn)
-31,CC(=O)Nc1ccc2nc(C3CC3)n(Cc3ccc(Cl)cc3)c(=O)c2c1

The listing continues:
E-sel TNF inh,mol
-27,C1CNC(C23CC4CC(CC(C4)C2)C3)=N1
5,COc1ccccc1Nc1nc(-c2ccc3c(c2)NC(=O)CO3)cs1
13,COc1ccc(OCCCC(=O)Nc2nc(-c3ccccn3)cs2)cc1
24,Cc1nc(-c2ccc(Cl)cc2)sc1C(=O)CBr
-24,COc1ccc(/C(=N\O)c2nccc3cc(OC)c(OC)cc23)cc1OC
16,CCc1nnc(NC(=O)[C@@H](NC(=O)c2cc(OC)cc(OC)c2)C(C)C)s1
-29,Cc1ccc2nc(-c3ccsc3)c(NC3CCCC3)n2c1
8,Cc1ccc(NC(=O)COC(=O)C2CC(=O)N(Cc3ccccc3)C2)cc1F (stereo not drawn)

The list continues.
E-sel TNF inh,mol
-30,Cn1cc(C(=O)N/N=C/c2c(O)ccc3ccccc23)ccc1=O
-11,Cc1cc(N/C(=N/S(=O)(=O)c2ccc(F)cc2)c2ccccc2)n(-c2ccccc2)n1
-27,O=C(O)c1ccccc1N1C(=O)C2C3c4ccccc4C(Br)(c4ccccc43)C2C1=O (stereo not drawn)
-14,COc1ccc(NC(C)=O)cc1C
-2,Cc1ccccc1OCC(=O)NNC(=O)Nc1ccccc1
-43,O=C(CSc1nnnn1-c1ccc(F)cc1)NCc1cccs1
-7,COC(=O)c1ccc(NC(=O)c2ccc(NC(=O)C3CCCO3)cc2)cc1 (stereo not drawn)
-20,CC[C@H](C)[C@H](NC(N)=O)C(=O)Nc1ccccc1F

(list continues)
E-sel TNF inh,mol
2,CC(C(=O)NCCS(=O)(=O)c1ccc(Cl)cc1)S(=O)(=O)c1ccccc1 (stereo not drawn)
-6,CC(C)(C)C(=O)Nc1ccc(N2CCN(S(C)(=O)=O)CC2)cc1
11,COc1ccccc1/C=N/NC(=O)c1ccc(Br)cc1
-8,O=C(Nc1ccc(Cl)cn1)C1COc2ccccc2O1 (stereo not drawn)
-31,O=C(OCC(=O)N1CCCCCC1)c1ccc(S(=O)(=O)N2CCOCC2)cc1
-27,CNS(=O)(=O)c1cccc(C(=O)OCC(=O)Nc2cc(F)ccc2F)c1
-38,COc1ccc2c(CC(=O)NCCN3C(=O)S/C(=C\c4cccnc4)C3=O)coc2c1
2,C=CCNC(=O)N1CCC(CO)(Cc2ccc(Cl)cc2)CC1

Later entries
E-sel TNF inh,mol
3,Nc1nc(-c2ccccn2)nc(N)c1Cc1ccc(Cl)cc1Cl
-9,COc1ccc(-c2nnc3ccc(SCC(=O)Nc4cc(C)on4)nn23)cc1
-8,Cn1cc(CNCc2cnc3ccccn23)c(-c2ccc(Oc3ccccc3)cc2)n1
19,Cc1ccc(NC(=O)C(C)N=C2NS(=O)(=O)c3ccccc32)cc1 (stereo not drawn)
-6,CC(=O)Nc1cn(-c2ccccc2)nc1-c1ccccc1
-1,O=C(COC(=O)c1ccc(O)cc1)NCc1ccc2c(c1)OCO2
-34,Cc1cccc(C)c1NCc1n[nH]c(=S)n1-c1ccccc1
14,NC(N)=Nc1nc2ccc(Br)cc2c(=O)[nH]1

The list continues.
E-sel TNF inh,mol
31,Cc1[nH]c2ccc(F)cc2c1CCN(Cc1ccncc1)C(=S)Nc1ccc(F)cc1
-5,CN(C)C(=O)c1ccc(-c2n[nH]c(=O)c3ccccc23)cc1
-57,CN(C(=O)COC(=O)c1ccc(Cl)nc1)C1CCS(=O)(=O)C1 (stereo not drawn)
-26,O=C(NC1CCCCCC1)c1ccc2nc3cc(Cl)ccc3c(=O)n2c1
-5,Nc1cc[n+](CC(=O)Nc2ccccc2)cc1
-1,O=C(NCc1ccccc1)c1ccc(CS(=O)(=O)Cc2ccccc2F)o1
-5,O=C(CN1C(=O)NC2NC(=O)NC21)N/N=C/c1ccccc1F (stereo not drawn)
13,COc1ccc(CNC(=O)/C(C)=C\C(=O)O)cc1

Remaining list, next part
E-sel TNF inh,mol
3,O=C(O)c1cccc(NC(=S)N/N=C/c2c[nH]c3ccccc23)c1
-1,O=C1OCc2ccc(NC(=O)C3CC3)cc21
24,NC(=O)C(=O)N/N=C1\CCc2ccccc21
-12,Cc1ccccc1CN1C[C@@H]2C[C@@H](c3cn[nH]c3-c3ccc(F)cc3)N3CCC[C@@]23C1=O
-21,CC(C)C(=O)Nc1ccc(C(=O)N/N=C/c2cc(Br)cc(Br)c2O)cc1
-3,COc1cc2c(cc1OC)CN(C(=O)c1ccc3nc[nH]c3c1)CC2
-26,O=C(CSC1=N/C(=C/c2ccco2)C(=O)N1c1ccc(OC(F)F)cc1)NC1CCS(=O)(=O)C1 (stereo not drawn)
-15,CC1(CCc2ccccc2)NC(=O)N(Cc2cc([N+](=O)[O-])cc3c2OCOC3)C1=O (stereo not drawn)

4 entries from above, ordered by the value under E-sel TNF inh, ascending.
molecule,E-sel TNF inh
O=C(CSC1=N/C(=C/c2ccco2)C(=O)N1c1ccc(OC(F)F)cc1)NC1CCS(=O)(=O)C1 (stereo not drawn),-26
Cc1ccccc1CN1C[C@@H]2C[C@@H](c3cn[nH]c3-c3ccc(F)cc3)N3CCC[C@@]23C1=O,-12
O=C1OCc2ccc(NC(=O)C3CC3)cc21,-1
O=C(O)c1cccc(NC(=S)N/N=C/c2c[nH]c3ccccc23)c1,3

Later entries.
E-sel TNF inh,mol
2,CCCS(=O)(=O)NCCc1cc2c(C)ccc(C)c2[nH]c1=O
-51,COc1ccc(N2CCN(C(c3cccs3)C(C)NS(C)(=O)=O)CC2)cc1 (stereo not drawn)
4,COc1ccc(C(=O)NNC(=O)c2cccc(F)c2)cc1
0,O=C(NC(Cc1ccccc1)C(=O)O)/C(=C/c1ccc([N+](=O)[O-])cc1)NC(=O)c1ccccc1Br (stereo not drawn)
-2,COc1ccc(Cl)cc1NC(=O)CN(C)CC(=O)Nc1ccc(Br)cc1
-13,Cc1cnc(C(=O)Nc2ccc(N3CCCCC3)cc2)cn1
17,Cc1nn(-c2ccccc2)c(C)c1[N+](=O)[O-]
1,CCOc1nc(NC(=O)NS(=O)(=O)c2ccccc2F)nc(-c2ccccc2)n1

Exported tab-delimited: part of the list above.
SMILES	E-sel TNF inh
CCCS(=O)(=O)NCCc1cc2c(C)ccc(C)c2[nH]c1=O	2
Cc1cnc(C(=O)Nc2ccc(N3CCCCC3)cc2)cn1	-13

More records:
E-sel TNF inh,mol
4,O=C(Oc1ccccc1C(=O)Oc1ccccc1)c1cccnc1
-63,O=C(O)CC(SCC(=O)Nc1ccc(S(=O)(=O)N2CCCC2)cc1)C(=O)O (stereo not drawn)
-23,Cn1nc(C(=O)OCC(=O)c2ccc[nH]2)c2ccccc2c1=O
-26,Cc1cccc(C(=O)NC(C(=O)Nc2nc(-c3ccccn3)cs2)C(C)C)c1 (stereo not drawn)
-32,O=C(CN(c1ccccc1)S(=O)(=O)c1ccccc1)N1CCOCC1
-12,Cc1cccc(Cc2nnc(CCC(=O)N(CC3CC3)CC3CCCO3)o2)c1 (stereo not drawn)
-78,COc1ccccc1NC(=O)C(=O)N/N=C/c1ccc([N+](=O)[O-])s1
-15,CC1SC(c2ccc(F)cc2)NC1=O (stereo not drawn)

Next section
E-sel TNF inh,mol
-5,CCC(C(=O)O)n1nc(-c2ccccc2)c2cc(Cl)ccc21 (stereo not drawn)
-13,COC(=O)C[n+]1cccc2ccccc21
-1,O=C(C1CCN(S(=O)(=O)c2ccc(Br)s2)CC1)N1CCN(C2CCCCC2)CC1
-22,CSc1ncccc1C(=O)N1CCCC(CCC(=O)NCc2ccccc2F)C1 (stereo not drawn)
-3,CCN(CC)S(=O)(=O)c1ccc(C(=O)OCC(=O)NCc2ccco2)cc1
11,O=C(CNC(=O)c1ccccc1)OC1CCCCC1
-5,Cc1cc(C)nc(N/N=C/c2c[nH]c3ccccc23)n1
34,Cc1cc(C(F)(F)F)n(-c2ccc(N)cc2)n1

The list goes on, starting with the last 5 of the part before.
E-sel TNF inh,mol
-22,CSc1ncccc1C(=O)N1CCCC(CCC(=O)NCc2ccccc2F)C1 (stereo not drawn)
-3,CCN(CC)S(=O)(=O)c1ccc(C(=O)OCC(=O)NCc2ccco2)cc1
11,O=C(CNC(=O)c1ccccc1)OC1CCCCC1
-5,Cc1cc(C)nc(N/N=C/c2c[nH]c3ccccc23)n1
34,Cc1cc(C(F)(F)F)n(-c2ccc(N)cc2)n1
-79,CN(C)c1ncccc1-c1nc2ccccc2s1
-2,COc1ccc(OCC(=O)Nc2nc3ccc(NC(C)=O)cc3s2)cc1
1,COC(=O)CC(NC(=O)C1CC1)c1ccc2c(c1)OCO2 (stereo not drawn)
-19,Cc1ccccc1NC(=O)C(=O)NCCCN1CCOCC1
-9,S=C(c1ccc(-c2cccc(Cl)c2)o1)N1CCCCC1
4,CC(C)(C)NC(=O)CN(Cc1ccc2c(c1)OCO2)C(=O)CCC(=O)Nc1nccs1
18,O=C(CSc1nnc2c(n1)[nH]c1ccc(S(=O)(=O)N3CCOCC3)cc12)Nc1ccccc1Cl
-13,Cc1c(-c2cc(C(=O)O)no2)cnn1C

Continued.
E-sel TNF inh,mol
18,CC(C)=CC(=O)Nc1nnc(-c2ccccc2C)s1
47,c1ccc(CSc2nnc3ccc(-c4ccncc4)nn23)cc1
-7,CC(=O)NC1=NN(C(C)=O)C(C)(c2ccco2)S1 (stereo not drawn)
-4,CCS(=O)(=O)c1ccc2oc(SCC(=O)NCCc3ccc(OC)cc3)nc2c1
-20,COc1ccc(-c2nnn(CC(=O)N(CC(=O)NC3CCCC3)Cc3ccco3)n2)cc1OC
-15,COc1ccc(CN2CCN(Cc3ccccc3)C(CCO)C2)cc1OC (stereo not drawn)
5,CCN(CC(=O)Nc1cc(Cl)ccc1C)C(=O)C1CCCCC1
-14,CC(C)(C)C(=O)Nc1nnc(SCc2cccc(F)c2)s1

(next part)
E-sel TNF inh,mol
3,O=C(Cc1ccccc1)N1CCN(C(=O)c2ccc([N+](=O)[O-])cc2)CC1
-4,c1cncc(CSc2ccc(-c3cccnc3)nn2)c1
-16,O=C(Oc1cccc(-n2cnnn2)c1)c1ccccc1
2,COc1ccccc1Cn1c(=S)[nH]c2cc(C(=O)NCC3CCCO3)ccc2c1=O (stereo not drawn)
-20,COc1ccc(S(=O)(=O)NNC(=O)c2sccc2-n2cccc2)cc1
-17,Cn1ccnc1SCC(=O)Nc1cccc([N+](=O)[O-])c1
-11,CN(CCc1ccccn1)C(=O)CCC1CCCN(C(=O)c2c3c(nn2C)CCCC3)C1 (stereo not drawn)
0,COC(=O)c1sccc1NC(=O)c1ccccc1

Nothing new here: an excerpt of the list.
E-sel TNF inh,mol
-11,CN(CCc1ccccn1)C(=O)CCC1CCCN(C(=O)c2c3c(nn2C)CCCC3)C1 (stereo not drawn)
0,COC(=O)c1sccc1NC(=O)c1ccccc1

Next records follow:
E-sel TNF inh,mol
9,NNC(=O)c1cc2ccccc2[nH]1
-2,O=[N+]([O-])c1cc(C(F)(F)F)ccc1NCCCN1CCOCC1
3,O=C(COc1ncnc2ccccc12)NCc1ccco1
25,Cc1ccc(OCC(=O)Nc2ccc(C)c(S(=O)(=O)N3CCCCCC3)c2)c([N+](=O)[O-])n1
-23,CCOC(=O)C(C)n1nc(/C=C/c2ccc(OC)cc2)ccc1=O (stereo not drawn)
-35,O=C(NCCCn1ccnc1)c1cc2ccccc2o1
-11,Cc1ccc(S(=O)(=O)C2(C(=O)N3CCN(c4cc(C)ccc4C)CC3)CC2)cc1
34,Cc1ccc(S(=O)(=O)N(C)C)cc1NC(=O)CCc1c[nH]c2ccccc12

Screening data from PubChem.

Not all compounds are listed; rates above refer to the full screens.
